Mot1-301 SUMO: inhibitors of SUMOylation pathway: yeast Mot1-301 growth rescue; S. cerevisiae Mot1-301 growth rescue, ATP luminescence, 38.5C; percent above DMSO median, 100 means doubled; growth rescue, % at 18.8 µM; 1% of 320,000 active;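 active = every valid replicate shows activation above 250% relative to neutral control wells; inactive = the rest, any valid replicate at or below 250%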;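 note: OY570 slx delta 5 strain wells were the positive control but not used for scaling; some compounds called inactive have numbers as strong as hits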
PfHsp90 yeast 2: growth inhibition of yeast expressing Plasmodium Hsp90; S. cerevisiae expressing PfHsp90, BacTiter-Glo ATP, 48 h; yeast lacking PDR1 and PDR3 efflux regulators; 0.32% of 310,000 active; AID 504621; inhibition, % at 9.4 µM;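 active = every replicate shows inhibition above about 80%, whatever the replicate mean, limit read from the data; inconclusive = mean inhibition reaches the set limit but some replicate falls short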;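 note: 0% = DMSO neutral controls and 100% = 20 µM radicicol positive controls; yeast relying on Plasmodium falciparum Hsp90 in place of its own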
NSD2 HMT inh: NSD2 (human) methyltransferase inhibition. NSD2 peptide methylation, AlphaScreen, 120 min. inhibition, % at 12.5 µM. 0.54% of 310,000 active. AID 743445; in the data active = inhibition above about 50%
CDK5 inh: blocks human CDK5/p35 kinase activity | Q00535+Q15078 | Recombinant CDK5/p35, ADP-Glo luminescence, 60 min | inhibition, % at 10 µM | 0.01% of 330,000 active;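 active = highest replicate inhibition of at least 50% and at least 75% of replicates reaching 50%; inconclusive = only one of the two criteria met; inactive = both criteria failed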;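 note: plate controls were DMSO neutral control for no effect and GW8510 at 10 µM for full effect; many of its hits are not listed in these tables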
RTF Ca sens act: increases calcium sensitivity of human cardiac regulated thin filaments | P19429+P45379 | IANBD-labeled TnC RTF fluorescence at EC20 calcium; 0% EC20 calcium, 100% full calcium | activation, % at 7.2 µM | 0.24% of 340,000 active | AID 493008;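 active = activation above the mean over all tested compounds plus 3 SD, cut at about 30% in these data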;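 note: rise in fluorescence read as greater calcium sensitivity of cardiac thin filaments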
LANA DNA inh: inhibitors of KSHV LANA C-terminal domain DNA binding | AID 504423 | 0.078% of 340,000 active | inhibition, % at 9 µM | MBP-C-LANA/FAM-LBS DNA binding, fluorescence polarization;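 active = highest replicate inhibition at or above 60% at 9 µM, even if other replicates fall short; inactive = all replicates below 60% inhibition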;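 note: 0% = neutral control wells and 100% = 4 µM acridine orange control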
Keap1 Nrf2 FP: inhibitors of human Keap1-Nrf2 protein-protein interaction; Keap1 Kelch-Nrf2 peptide fluorescence polarization, 1536-well; inhibition, % at 9.4 µM; 0.15% of 340,000 active; in the data active = inhibition above about 12%; inconclusive = no clear call, values can overlap the other calls; inactive = below about 7.3%;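 note: human Keap1 Kelch domain with fluorescein labeled Nrf2 9mer peptide probe; 0% = neutral control wells and 100% = peptide positive control; higher means more block of Keap1 binding to Nrf2 peptide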
Target sequence (Q14145 whole entry, looked up, the tested form may be a part): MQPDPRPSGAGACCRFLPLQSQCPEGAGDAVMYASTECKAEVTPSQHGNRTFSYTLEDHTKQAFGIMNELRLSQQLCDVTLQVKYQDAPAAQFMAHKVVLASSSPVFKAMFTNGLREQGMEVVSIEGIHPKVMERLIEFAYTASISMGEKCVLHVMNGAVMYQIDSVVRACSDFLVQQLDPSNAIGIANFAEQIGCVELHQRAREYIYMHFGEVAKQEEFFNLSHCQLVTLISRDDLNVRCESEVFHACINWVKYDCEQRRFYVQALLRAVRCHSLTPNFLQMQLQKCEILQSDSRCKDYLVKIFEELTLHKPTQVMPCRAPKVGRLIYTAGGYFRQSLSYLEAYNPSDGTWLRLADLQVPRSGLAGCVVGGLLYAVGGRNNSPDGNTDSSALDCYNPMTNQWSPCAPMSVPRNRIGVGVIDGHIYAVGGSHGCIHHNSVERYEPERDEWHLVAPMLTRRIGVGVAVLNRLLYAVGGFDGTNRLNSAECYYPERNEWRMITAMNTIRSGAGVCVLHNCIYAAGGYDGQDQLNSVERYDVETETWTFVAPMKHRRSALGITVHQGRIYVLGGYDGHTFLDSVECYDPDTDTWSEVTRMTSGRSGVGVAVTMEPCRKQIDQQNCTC
RTF Ca sens inh: cardiac RTF calcium desensitization | inhibition, % at 7.15 µM | 0.12% of 340,000 active | IANBD-labeled cardiac RTF, Ca2+ fluorescence;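 active = inhibition above the mean inhibition of all tested compounds plus 3 SD, cut at about 17% in these data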;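 note: assay run at fixed EC70 calcium of 1.6 mM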
dFosB act: activators of mouse delta FosB homodimer. purified delta FosB, TAMRA-CDK5 oligo fluorescence polarization; percent of positive-control signal above neutral wells. 0.99% of 340,000 active. P13346. AID 493131. activation, % at 25 µM;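 active = mean activation above about 17%, with every replicate also reaching it, limit read from the data, passing the limit was not always enough; inconclusive = only one of the two conditions met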;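 note: fluorescence polarization rise as delta FosB binds a TAMRA Cdk5 AP-1 oligo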
Target sequence (P13346 whole entry, looked up): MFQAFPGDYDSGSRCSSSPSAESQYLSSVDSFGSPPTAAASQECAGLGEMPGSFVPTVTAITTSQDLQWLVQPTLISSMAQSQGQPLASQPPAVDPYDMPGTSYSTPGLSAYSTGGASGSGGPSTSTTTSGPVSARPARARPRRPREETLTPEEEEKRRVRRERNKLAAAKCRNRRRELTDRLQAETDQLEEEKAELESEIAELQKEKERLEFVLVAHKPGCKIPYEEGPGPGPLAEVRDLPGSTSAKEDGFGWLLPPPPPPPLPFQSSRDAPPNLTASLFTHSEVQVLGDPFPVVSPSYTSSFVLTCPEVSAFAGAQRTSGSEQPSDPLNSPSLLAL
Rtt109 HAT inh: blocks Candida albicans Rtt109/Vps75 acetyltransferase activity | purified Rtt109/Vps75, ThioGlo CoA-SH fluorescence, 4 h | inhibition, % at 34.9 µM | 0.16% of 330,000 active | Q5AAJ8;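 active = inhibition of at least 50% in every replicate; inconclusive = best replicate reaches 50% inhibition but some replicates fall short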
PvdQ inh: P. aeruginosa PvdQ acylase inhibition; purified PvdQ acylase, fluorescence plate reader; inhibition, % at 10 µM; 0.063% of 340,000 active; AID 488965; in the data active = inhibition above about 30%, passing the limit was not always enough; inconclusive = no clear call, values can overlap the other calls;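 note: 0% = vehicle neutral wells and 100% = reference inhibitor wells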
* marks the source's active call; other numbers are inactive results; u = inconclusive; x = not tested or not shown.

SMILES	Mot1-301 SUMO	PfHsp90 yeast 2	NSD2 HMT inh	CDK5 inh	RTF Ca sens act	LANA DNA inh	Keap1 Nrf2 FP	RTF Ca sens inh	dFosB act	Rtt109 HAT inh	PvdQ inh
CN1C(=O)c2cccc(NC(=O)C3CCCCC3)c2C1=O	-13.2	27.5	x	-1.7	0.2	-0.5	-3.1	-11.9	-0.3	-13.8	-16.2
COc1ccccc1NC(=O)C(C/C=C(\C)Cl)C(C)=O (configuration not stated)	-7.0	1.3	x	0.8	0.8	-1.1	-0.1	-7.6	-4.7	-4.7	-9.2
COc1ccc2c(c1)c1ncn(CCN3CCCC3)c(=O)c1n2C	2.4	-21.3	4.8	0.7	-0.8	-5.1	-2.2	-3.9	3.9	-16.8	-15.6
CCCC(c1nnnn1CS(=O)(=O)c1ccc(C)cc1)N1CCC(C(N)=O)CC1 (configuration not stated)	2.5	14.1	-4.1	0.3	0.2	-0.4	-0.9	1.7	-3.9	0.8	7.6
Cc1cc(Cl)ccc1NC(=O)CN1C(=O)CSc2ccc(S(=O)(=O)N3CCOCC3)cc21	-4.6	-3.2	-0.3	x	-0.9	-0.5	-3.5	0.7	-1.0	4.8	-4.8
Cc1ccc2cc(C#N)c(NCCNC(=O)C3CC3)nc2c1C	-10.3	3.5	-7.5	0.2	0.5	0.4	2.8	-6.8	8.0	-24.6	-6.7
CCN1CCN(c2nc(-c3ccccc3Cl)nc3ccccc23)CC1	3.4	-29.1	19.1	-0.8	-4.5	4.8	-5.0	-2.8	-7.3	-10.7	-8.4
O=C(COC(=O)Cn1cc(C(F)(F)F)ccc1=O)Nc1ccccc1	-13.1	8.8	-0.3	-4.0	1.6	-0.5	-6.8	-2.6	0.5	8.4	-11.5
COCCCNC(=O)C1CCN(S(=O)(=O)c2c(C)noc2/C=C\c2ccc(OC)cc2)CC1	-27.8	-11.1	-1.1	-2.5	-4.2	0.3	-0.9	8.3	-5.4	0.0	13.4
COc1ccc(CNC(=O)[C@@H](NC(=O)C2CCN(C(=O)[C@@H](N)CC(C)C)CC2)C(C)C)cc1	-8.7	-2.2	x	-2.1	-0.6	-0.5	-4.6	1.0	-2.3	4.5	10.9
CCN(C(=O)COC(=O)CNC(=O)c1ccccc1C)C1=CCCCC1	-18.3	x	x	-1.2	-0.5	-0.6	2.3	1.9	6.1	19.6	-1.2
CCCCN(C)C(=O)c1nc2ccccn2c1CNC1CCC1	7.7	11.1	0.4	-0.5	5.0	0.4	-1.1	-2.2	2.7	2.7	8.3
O=C(Nc1cccc(-c2nnc(-c3ccccc3)o2)c1)c1ccco1	-1.4	-14.5	-3.8	0.3	8.0	-2.1	-2.7	-9.5	-20.8	3.0	-18.9
C#CCCOC(=O)N1C2=NC(C(=O)OC)=C(C(=O)OC)[C@@H]3N(C)c4ccccc4[C@]23C[C@H]1CO	23.5	x	x	1.0	-2.0	-2.3	-1.6	-4.9	-1.1	-15.7	-0.9
COc1ccc(OCCC(=O)OCC(=O)Nc2ccc(Br)cc2)cc1	-12.9	-24.1	-3.3	-3.6	-1.1	-0.4	-1.9	-8.3	-4.6	-0.1	-12.8
C=CCNC(=S)NNC(=O)c1ccccc1OCC	x	7.7	-2.5	0.1	-0.2	1.1	-0.5	-9.0	-5.8	1.8	-12.8
CC(NC(=O)c1ccco1)C(=O)Nc1nccs1 (configuration not stated)	6.8	3.5	0.2	1.1	-7.6	0.3	-4.5	6.6	-0.2	1.1	-6.7
CC1(C)Cc2ccccc2-c2nnc(-c3ccc4ccccc4n3)n21	x	4.8	1.4	0.3	-4.2	0.5	-0.7	2.4	2.6	8.9	6.3
O=C(COc1nc2ccccc2nc1N1CCOCC1)Nc1ccc(S(=O)(=O)N2CCCC2)cc1	-4.4	-45.2	-1.7	0.6	-5.6	-0.4	-0.4	-16.2	-4.6	5.0	-3.8
O=C(O)c1ccc(/C=N/Nc2ncc(Cl)cc2Cl)cc1	23.9	7.5	-2.0	1.2	1.3	-0.2	-3.5	-6.5	9.4	0.5	-13.7
O=C(NNc1ccc([N+](=O)[O-])cc1)C1C2CCCCC21 (configuration not stated)	20.3	2.9	0.7	1.9	-3.5	-2.5	-2.3	-4.1	2.2	-2.0	-10.0
CC(=O)Nc1cc2c(cc1C(C)=O)OCCO2	-13.4	25.1	-1.1	-1.3	-2.8	-0.6	-1.6	-1.9	8.1	-7.9	-7.6
COc1cc(NC(=O)c2cc(C(C)C)on2)c(OC)cc1Cl	x	x	0.4	0.9	2.3	-0.2	2.9	-6.6	-9.3	9.8	5.5
Cc1cc(C)c(S(=O)(=O)N2CCCCC2CCNC(=O)C(=O)NCc2cccnc2)c(C)c1 (configuration not stated)	-15.7	-0.1	-4.8	-1.2	1.5	-1.4	-4.8	5.7	-9.7	16.2	-11.4
CC(C)CC(=O)N=Nc1c(O)[nH]c2ccccc12	-23.3	4.9	-35.2	-0.7	-4.2	1.1	1.1	3.1	-3.6	x	10.0
CCOC(=O)NC(=S)Nc1ccc(OC)cc1	580.5	-26.7	-0.2	4.5	3.9	-1.6	-6.6	-0.5	1.1	4.3	-12.4
CCC1=[N+](C)CCn2c(C)ccc21	-9.0	-21.5	1.0	1.5	4.4	0.2	-4.8	-12.9	-3.0	-3.9	-7.4
Cc1c(/C=C(\C#N)c2nn(-c3ccccc3)c(N)c2C#N)c2ccccc2n1Cc1ccc(F)cc1	1.6	-3.6	-0.9	0.1	-1.4	3.2	2.4	-3.7	1.4	12.7	-3.5
CC(=O)NC1=NC(=O)CS1	3.7	19.4	-1.5	0.1	4.3	-1.1	-5.4	-9.5	2.8	-6.3	-8.6
O=C(O)CCCCCNC(=O)c1ccc(C(=O)NCCCCCC(=O)O)cc1	-6.7	-4.8	-1.8	-3.6	8.6	1.7	-0.8	-1.8	-1.7	-1.7	-11.8
c1ccc(-n2ncc3c(NCCN4CCCCC4)ncnc32)cc1	-6.2	34.4	2.1	-0.9	4.8	-0.6	-0.7	-5.1	-7.2	-6.6	-8.6
CCCN(CCC)C(=O)c1oc2ccccc2c1NC(=O)Cc1cccc(OC)c1	-3.1	9.9	-10.8	-0.2	-4.2	1.7	-1.5	3.3	-2.9	-4.0	5.2
CCOC(=O)c1c[nH]c(=S)n1C	4.4	-18.5	-3.2	2.1	3.3	-0.1	1.8	-2.9	-0.1	-6.4	-1.5
Cc1cc2ccccn2c1C(=O)c1nc(N2CCOCC2)ncc1Cl	25.8	x	17.3	-3.0	1.3	1.2	1.3	0.1	-6.1	8.9	4.1
Cc1ccc(NC(=O)CN2C(=O)COc3ccc(S(=O)(=O)N4CCOCC4)cc32)cc1N(C)C	3.3	16.1	-0.5	0.4	-1.1	1.6	-7.4	-3.8	-5.7	-5.1	-9.8
CCOc1cc(/C=C2/SC(=S)N(Cc3ccccc3)C2=O)ccc1O	-5.9	6.9	8.8	1.6	3.7	-0.4	2.3	-16.3	-5.0	0.6	9.7
CC(=O)c1ccc(NC(=O)CSc2nnc3ccc(-c4ccccn4)nn23)cc1	-13.6	11.6	0.9	1.4	-4.8	0.8	1.3	-5.8	-3.0	27.2	3.4
O=C(CSc1nnc(-c2ccccc2Cl)o1)Nc1ccccn1	3.8	13.0	-3.7	2.3	-0.6	0.1	-3.3	-3.7	-10.8	2.2	-7.6
CC(C(=O)NNS(=O)(=O)c1cccc(C(F)(F)F)c1)n1nnc(N2CCOCC2)n1 (configuration not stated)	20.6	16.4	3.7	-3.6	26.8	3.8	-6.2	-8.5	-10.6	3.2	-17.3
COCc1cc(C)nc(N2CCc3ccccc32)c1C#N	x	-29.7	-17.3	-1.0	-10.0	-0.5	-4.3	-22.7	3.4	-1.8	7.6
Cc1ccc(NC(=O)COC(=O)C(NS(=O)(=O)c2ccc(Cl)cc2)C(C)O)cc1 (configuration not stated)	68.9	11.4	-1.8	4.4	4.0	-0.2	-0.6	-13.0	5.0	3.2	17.9
CCC(=O)Nc1cccc(C2=NOC3(C2)C[C@@H](C(N)=O)N(C(=O)c2ccc(OC)cc2)C3)c1 (some centres not stated)	-9.9	-4.5	x	1.3	2.3	-3.2	3.0	-6.7	2.1	2.2	-7.6
Cc1cccc(Oc2ccc(NC(=O)C3=CC=CN4CCS(=O)(=O)N=C34)cc2)c1	4.7	-14.4	-0.9	0.9	-12.5	0.1	-0.6	-11.3	-5.8	-3.1	-3.5
COc1ccc(C(=O)Nc2ccc(Oc3nc(C)nc4sc(-c5ccccc5)cc34)cc2)cc1OC	-9.5	-5.0	0.7	0.0	1.0	-0.8	1.7	11.7	33.6*	-9.4	-1.9
COc1ccc(OC)c(/C=N/NC(=O)CSc2nnc(C)n2-c2ccccc2)c1	-0.2	14.4	-0.6	0.3	-3.6	0.3	1.0	-6.8	0.0	-10.3	4.7
CCOc1ccc(NC(=O)NC(C)c2ccc3c(c2)OCO3)cc1 (configuration not stated)	6.7	34.4	-8.5	0.3	2.1	2.0	-3.6	-11.0	0.9	-4.5	-11.5
COc1cc2[nH]c(=O)n(CCC(=O)N3CCc4ccccc4C3)c(=O)c2cc1OC	-6.4	3.6	-1.4	0.3	-8.6	-1.0	-4.0	-4.6	-6.6	5.4	-12.4
CC1CC(=O)Nc2ccccc2N1C(=O)CN1CCN(C=O)CC1 (configuration not stated)	12.7	-23.9	-1.0	-0.1	-3.7	0.3	-1.8	-33.4	-0.2	-18.0	-14.7
N#Cc1ccc(-c2ccc(F)cc2)nc1SCC(=O)Nc1sc2c(c1C#N)CCC2	3.7	-36.3	-1.6	0.9	-2.0	0.9	-2.6	-1.4	37.4*	-5.3	-12.7
CCCn1c(=O)c2ccccc2n2c(Sc3nnnn3-c3ccccc3)nnc12	-13.3	19.5	-1.2	-6.0	-0.1	-0.8	-8.2	6.3	-1.6	u	-13.2
C=CCOc1ccc(C(=O)c2ccccc2)c(OCC(=O)NC2(C#N)CCCC2)c1	-0.1	6.8	3.7	5.8	-8.5	x	3.2	-11.6	-9.1	33.5	5.7
O=C1c2oc3ccccc3c(=O)c2C(c2cccnc2)N1CCCN1CCOCC1 (configuration not stated)	x	12.1	1.8	-0.6	-5.1	-1.3	-2.0	-3.5	1.7	-5.8	-14.9
CCOc1ccc(NC(=S)NNC(=O)CC(C)O)cc1 (configuration not stated)	31.6	7.8	-1.1	2.4	-2.9	0.8	-2.2	-4.7	-2.1	7.6	-8.0
CCN(CC)c1cc(Cl)c2nonc2c1N	-19.7	-0.2	8.4	0.7	0.6	1.2	-6.3	0.8	-5.6	9.5	-11.0

Assay outcomes from PubChem.
